Bioassay records: PubChem BioAssay, National Center for Advancing Translational Sciences (NCATS)
LDHA block – inhibitors of human lactate dehydrogenase A. P00338. purified LDHA, NADH/diaphorase-resazurin fluorescence; active compounds read low. activity change, % (values are at about 110 or 230 µM). 0.15% of 480,000 active. AID 1347041; in the data active = activity change below about -30%; inconclusive = mostly about -25% to -30%;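 note: plate controls were DMSO wells for no effect and wells without enzyme for full effect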
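Human LDH5 (2 nM) was incubated with 0.06 mM NADH and 0.2 mM pyruvate for 5 min at room temperature in Tris pH 7.4. Remaining NADH was coupled through diaphorase/resazurin, and resorufin fluorescence was read at 0 and 20 min.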
Vif-APOBEC3F blk – blocks the Vif interaction with APOBEC3F; AID 602313; Potency, µM (doses to about 46.1 µM), for inactives: top-dose activity, negative = active; 0.2% of 390,000 active; HeLa A3F-eYFP + Vif (tagged APOBEC3F with the HIV-1 protein that degrades it), YFP fluorescence increase; note: potency is the fitted concentration of half-maximal effect; % of control where 0% means no effect; nearly all actives have a fitted effect of over 65% in size
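HeLa cells stably expressing A3F-eYFP plus Vif, plated and incubated overnight at 37 deg C, then exposed to compounds overnight at 37 deg C. Blocked degradation read as raised yellow fluorescence (Ex 488/Em 500-530).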
Vif-APOBEC3G blk – inhibitors of Vif-APOBEC3G interaction. 0.076% of 410,000 active. HeLa A3G-eYFP + Vif (tagged APOBEC3G with the HIV-1 protein that degrades it), YFP fluorescence, overnight. Q9HC16. AID 602310. Potency, µM (top dose mostly 46.1 µM), for the others: at the top dose activity, negative = active, usual class: inhibitors;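 note: potency is the fitted concentration of half-maximal effect; % is set by controls: 0 for no effect and ±100 for the full control effect; nearly all actives have a fitted effect of over 60% in size; hits raise eYFP signal because A3G escapes Vif-driven loss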
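Read-out is eYFP fluorescence (Ex 488/Em 500-530) from Vif-expressing HeLa A3G-eYFP cells; more signal means A3G escaped Vif-mediated degradation. Cells plated overnight, compound pinned in, incubated overnight at 37 deg C.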
PI4K2A inh – PI4K2A (human) kinase inhibition. activity change, negative = inhibition, % at 76.9 µM. Q9BTU6. purified PI4K2A, ADP-Glo luminescence, 1 h; active compounds read low. 0.13% of 420,000 active. AID 1346378; in the data active = activity change below about -50%; inconclusive = mostly about -30% to -49%;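 note: -100% = wells without enzyme as full effect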
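In this quantitative HTS, ADP production by PI4K2A was quantified luminescently after 1 h at ambient temperature; 100 microM adenosine served as plate-quality control.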
RXFP1 ag – agonists of human relaxin receptor RXFP1; Potency, µM (highest dose often 57.5 µM), without a hit: top-dose activation, usual class: activators; HEK293T-RXFP1 cAMP TR-FRET, 30 min; response scale: percent of porcine relaxin response, buffer zero; AID 2676; 0.3% of 370,000 active; note: potency is the fitted concentration of half-maximal effect; % is set by controls: 0 for no effect and ±100 for the full control effect; nearly all actives have a fitted effect of over 60% in size; many of its hits are not listed in these tables
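Agonist response is measured as cAMP accumulation in an RXFP1-transfected HEK293T line under PDE4 inhibition. Values are scaled between buffer-only and 29 nM porcine relaxin, and EC50s come from standard Hill equation fits.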
Glioma ERSR ind – induces the endoplasmic reticulum stress response in human glioma cells; AID 602332; Potency, µM, for inactives: at the top dose activation, most hits filed as activators; U87-MG GRP78 promoter luciferase reporter, 16 h; 0.02% of 420,000 active; note: potency is the fitted concentration of half-maximal effect; series mostly up to about 76 µM; % of control where 0% means no effect; nearly all actives have a fitted effect of over 35% in size
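ERSR induction read as luciferase luminescence (Bright-Glo, 10 min at room temperature) in stably transfected human U87-MG glioma cells exposed to compounds for 16 h, using GRP78 as sensor.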
USP1 inh – inhibitors of human USP1/UAF1 deubiquitinase. 0.23% of 390,000 active. Potency, µM (top dose mostly 57.1 µM), for inactives: at the highest dose activity change, negative = inhibition, usual class: inhibitors. O94782. recombinant USP1/UAF1, Ub-Rhodamine cleavage fluorescence; note: potency is the fitted concentration of half-maximal effect; % is set by controls: 0 for no effect and ±100 for the full control effect; nearly all actives have a fitted effect of over 60% in size; inactives centre near -12
Target sequence (O94782 whole entry, looked up): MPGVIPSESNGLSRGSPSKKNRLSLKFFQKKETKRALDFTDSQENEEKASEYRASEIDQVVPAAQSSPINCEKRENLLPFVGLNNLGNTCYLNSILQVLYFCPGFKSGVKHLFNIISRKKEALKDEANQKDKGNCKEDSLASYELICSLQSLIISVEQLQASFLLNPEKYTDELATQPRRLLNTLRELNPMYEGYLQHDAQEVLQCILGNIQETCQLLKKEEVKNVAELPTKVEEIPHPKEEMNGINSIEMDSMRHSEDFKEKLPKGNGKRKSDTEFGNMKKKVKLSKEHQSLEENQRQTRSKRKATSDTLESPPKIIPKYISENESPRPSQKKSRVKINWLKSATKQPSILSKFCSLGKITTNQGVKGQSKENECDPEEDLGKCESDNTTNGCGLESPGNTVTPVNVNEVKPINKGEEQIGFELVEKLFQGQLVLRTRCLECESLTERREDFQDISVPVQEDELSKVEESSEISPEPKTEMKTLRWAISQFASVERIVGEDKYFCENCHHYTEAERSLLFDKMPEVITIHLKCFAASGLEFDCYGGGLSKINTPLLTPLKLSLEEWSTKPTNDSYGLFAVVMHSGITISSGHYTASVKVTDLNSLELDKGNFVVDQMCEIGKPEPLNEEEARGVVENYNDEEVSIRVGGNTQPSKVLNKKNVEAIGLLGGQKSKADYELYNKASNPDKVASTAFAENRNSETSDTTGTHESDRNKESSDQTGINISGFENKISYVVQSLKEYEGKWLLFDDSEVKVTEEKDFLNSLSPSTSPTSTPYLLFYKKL
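Step one: compound is pinned into 1nM USP1/UAF1 in HEPES pH 7.8 buffer with TCEP. Step two: 15 min room-temperature incubation. Step three: Ub-Rho (150nM final) starts cleavage, tracked by fluorescence over six one-minute reads.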
mIDH1 inhibitor – human IDH1 R132H inhibition | O75874 | IDH1-R132H enzyme, NADPH consumption, diaphorase/resazurin fluorescence | Potency, µM (highest dose often 76.6 µM), for inactives: top-dose activity change, negative = inhibition, actives largely listed as inhibitors | 0.093% of 390,000 active | AID 602179; note: potency is the fitted concentration of half-maximal effect; % is set by controls: 0 for no effect and ±100 for the full control effect; nearly all actives have a fitted effect of over 65% in size
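IDH1-R132H (0.5 ug/mL dispensed) in pH 7.5 Tris buffer was preincubated 30 min with compound, then given a substrate mix of 0.016 mM NADPH and 2 mM alpha-KG for 80 min at room temperature; remaining NADPH was read by diaphorase/resazurin fluorescence.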
TrxR1 substrate – rat thioredoxin reductase 1 substrate activity; Potency, µM (highest dose often 114 µM), without a hit: top-dose activity change, negative = substrate turnover; AID 588456; 0.01% of 390,000 active; O89049; purified TrxR1 substrate turnover, NADPH consumption readout; note: potency is the fitted concentration of half-maximal effect; % is set by controls: 0 for no effect and ±100 for the full control effect; nearly all actives have a fitted effect of over 50% in size
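Rat TrxR1, dispensed at 90 nM, was prereduced with 400 uM NADPH (final) for 5 min at ~22 deg C, then incubated with compound 15 min before 400 uM selenite. A first-read NADPH fluorescence drop versus no-compound background flagged substrates.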
The depositor's hits bear a star; ? = inconclusive; . = no result given; [ ] = remark or other dose. Unless noted, calls come from the whole dose curve; as a rule, active = well fitted curve in the direction sought with a large enough effect; inconclusive = small, poorly fitted or top-dose-only effect, or another doubt; inactive = no such curve, though single readings can be large; an effect the other way counts as inactive or inconclusive.

SMILES	LDHA block	Vif-APOBEC3F blk	Vif-APOBEC3G blk	PI4K2A inh	RXFP1 ag	Glioma ERSR ind	USP1 inh	mIDH1 inhibitor	TrxR1 substrate
Cc1ccc(NC(=O)c2ccccn2)cc1S(=O)(=O)N1CCOCC1	-2	-26%	0%	-8	0.7%	-3%	-24%	8%	18%
Cc1ccc(C(=O)OCC(=O)NCCNC(=O)COC(=O)c2ccc(C)o2)o1	0	1%	1%	4	-0.8%	-5%	0%	-6%	-4%
Cn1ncc2c(N3CCCCC3)nc(NCCCO)nc21	-18	0%	-4%	-8	-1.7%	-6%	-22%	-4%	0%
Cc1ccccc1OCCCC(=O)Nc1ccc(Br)cc1	0	-1%	1%	2	3.7%	3%	-15%	1%	-6%
O=C(Nc1nncs1)c1cc2c(s1)CCC2	1	15%	2%	-4	4.0%	2%	-24%	2%	-8%
Cc1ccc(OCC(=O)c2ccc(Cl)s2)c([N+](=O)[O-])n1	24	-3%	1%	-8	0.5%	-12%	-15%	4%	-16%[57.1 µM]
CC(C)N(C(=O)COC(=O)c1cc(Cl)cc(Cl)c1N)C(C)C	-3	-4%	-4%	0	2.8%	-3%	-4%	8%	177%[activator][57.1 µM]
CC(=O)COc1ccc2c3c(c(=O)oc2c1C)CCCCC3	1	-13%	2%	5	3.8%	?	-6%	7%	116%[activator]
C/C(=N\NC(=O)c1ccc(OC2CCCC2)cc1)c1ccc(C)s1	-1	.	-1%	2	-0.7%	-1%	-4%	1%	-5%
FC(F)(F)C(F)(F)C(F)(F)c1nc2nc(Cl)c(Cl)nc2[nH]1	-6	-11%	0%	-10	.	3%	-18%	9%	.
C[C@@H]1C=C[C@](Cc2ccccc2)(C(=O)O)N1C(=O)c1ccccc1	-9	0%	-1%	-6	.	-3%	-17%	11%	-3%[57.1 µM]
Nc1nnc(SCC(=O)Nc2ccccc2C(F)(F)F)s1	-1	1%	2%	0	-9.3%	-2%	-5%	-10%	17%
COc1cccc(NC(=S)NC(=O)/C=C/c2ccc(F)cc2)c1	-11	-3%	-8%	0	-2.4%	1%	-13%	1%	0%
CCC(=O)N1CCc2cc(Br)cc(S(=O)(=O)CCC(=O)N(CC)Cc3ccccc3)c21	2	-4%	-2%	1	-1.9%	-4%	3%	2%	0%
COc1ccc(C)cc1NS(=O)(=O)c1cn(C)nc1C	-1	15%	-3%	-4	4.6%	-1%	2%	-2%	2%[57.1 µM]
COc1cc(F)c(C2=CC(=O)C[C@H](c3ccc(F)cc3)C2)cc1F	-8	1%	-4%	-2	-0.4%	-4%	-30%	-2%	-7%
CSc1ccc(-c2nnn(CC(=O)NCc3ccccc3)n2)cc1	-2	-5%	?	2	-2.6%	5%	-6%	-1%	13%[57.1 µM]
Cc1ccc(CNC(=O)c2c(-c3ccccc3)noc2C)cc1	-10	9%	-4%	-1	1.5%	-7%	-11%	0%	6%
N/C(=N\OC(=O)CCC1CCCC1)c1ccncc1	-3	1%	-3%	-2	0.0%	3%	-3%	-2%	-3%[57.1 µM]
CC1=C(C(=O)OC(C)C)C(c2ccc(F)cc2)NC(=O)N1 (stereo not drawn)	-9	-4%	-4%	2	1.2%	-2%	-4%	-6%	-1%
CCCn1c(SCC(=O)Nc2ccc3c(c2)OCO3)n[nH]c1=O	-5	6%	5%	0	.	-2%	3%	5%	6%[57.1 µM]
COC(=O)[C@H](CC(C)C)NS(=O)(=O)c1ccc(F)cc1Br	0	-1%	0%	-3	.	-3%	-12%	0%	.
CCCC(O)(CCC)C(=O)NN(C(=O)OC)c1ccccc1	-6	0%	-4%	-2	-0.1%	-2%	-11%	6%	-12%
Cc1cccc(N2CCN(C(=O)COc3noc4nc(C)cc(C)c34)CC2C)c1 (stereo not drawn)	3	0%	-2%	-5	.	4%	-29%	7%	.
COc1ccccc1/C=N/n1c(C)nnc1-n1nc(C)cc1C	-4	-1%	-4%	-1	0.4%	-3%	-4%	9%	8%

11 structures out of the list, arranged by heavy-atom count, smallest number first:
SMILES	LDHA block	Vif-APOBEC3F blk	Vif-APOBEC3G blk	PI4K2A inh	RXFP1 ag	Glioma ERSR ind	USP1 inh	mIDH1 inhibitor	TrxR1 substrate
O=C(Nc1nncs1)c1cc2c(s1)CCC2	1	15%	2%	-4	4.0%	2%	-24%	2%	-8%
N/C(=N\OC(=O)CCC1CCCC1)c1ccncc1	-3	1%	-3%	-2	0.0%	3%	-3%	-2%	-3%[57.1 µM]
COc1ccc(C)cc1NS(=O)(=O)c1cn(C)nc1C	-1	15%	-3%	-4	4.6%	-1%	2%	-2%	2%[57.1 µM]
COC(=O)[C@H](CC(C)C)NS(=O)(=O)c1ccc(F)cc1Br	0	-1%	0%	-3	.	-3%	-12%	0%	.
CCCC(O)(CCC)C(=O)NN(C(=O)OC)c1ccccc1	-6	0%	-4%	-2	-0.1%	-2%	-11%	6%	-12%
CCCn1c(SCC(=O)Nc2ccc3c(c2)OCO3)n[nH]c1=O	-5	6%	5%	0	.	-2%	3%	5%	6%[57.1 µM]
C[C@@H]1C=C[C@](Cc2ccccc2)(C(=O)O)N1C(=O)c1ccccc1	-9	0%	-1%	-6	.	-3%	-17%	11%	-3%[57.1 µM]
Cc1ccc(NC(=O)c2ccccn2)cc1S(=O)(=O)N1CCOCC1	-2	-26%	0%	-8	0.7%	-3%	-24%	8%	18%
Cc1ccc(C(=O)OCC(=O)NCCNC(=O)COC(=O)c2ccc(C)o2)o1	0	1%	1%	4	-0.8%	-5%	0%	-6%	-4%
Cc1cccc(N2CCN(C(=O)COc3noc4nc(C)cc(C)c34)CC2C)c1 (stereo not drawn)	3	0%	-2%	-5	.	4%	-29%	7%	.
CCC(=O)N1CCc2cc(Br)cc(S(=O)(=O)CCC(=O)N(CC)Cc3ccccc3)c21	2	-4%	-2%	1	-1.9%	-4%	3%	2%	0%

Some of the entries so far, as labelled records:
Cc1ccccc1OCCCC(=O)Nc1ccc(Br)cc1
  LDHA block: 0
  Vif-APOBEC3F blk: -1%
  Vif-APOBEC3G blk: 1%
  PI4K2A inh: 2
  RXFP1 ag: 3.7%
  Glioma ERSR ind: 3%
  USP1 inh: -15%
  mIDH1 inhibitor: 1%
  TrxR1 substrate: -6%
O=C(Nc1nncs1)c1cc2c(s1)CCC2
  LDHA block: 1
  Vif-APOBEC3F blk: 15%
  Vif-APOBEC3G blk: 2%
  PI4K2A inh: -4
  RXFP1 ag: 4.0%
  Glioma ERSR ind: 2%
  USP1 inh: -24%
  mIDH1 inhibitor: 2%
  TrxR1 substrate: -8%

The list continues:
SMILES	LDHA block	Vif-APOBEC3F blk	Vif-APOBEC3G blk	PI4K2A inh	RXFP1 ag	Glioma ERSR ind	USP1 inh	mIDH1 inhibitor	TrxR1 substrate
Cc1c(Cl)cccc1NC(=O)C1CCN(c2ncnc3c2nc2n3CCCCC2)CC1	-2	-4%	4%	-10	13%	-4%	-11%	-21%	-6%
CC(C)CNC(=O)CSc1nc(-c2cccs2)cc(C(F)(F)F)n1	-4	-3%	0%	2	1.6%	0%	-18%	1%	9%
COc1ccc(Cc2nnc(NC(=O)c3cc(OC)c(OC)c(OC)c3)s2)cc1OC	-7	8%	?	-1	1.4%	-5%	-12%	-15%	1%
OCc1cc(-c2ccc(Cl)c(Cl)c2)on1	-12	4%	0%	0	-0.5%	1%	?	14%	-2%
CCOc1ccc(N(CC(=O)NCCc2ccc(Cl)cc2)S(=O)(=O)c2c(C)[nH]c(=O)[nH]c2=O)cc1	-3	5%	1%	-3	-0.6%	-1%	-14%	1%	-2%
COCCN(C(=O)CCC(=O)Nc1nccs1)C(C(=O)NC(C)(C)C)c1ccc(F)cc1 (stereo not drawn)	-1	6%	1%	-8	-0.3%	-2%	-13%	4%	3%
COC(=O)c1ccccc1S(=O)(=O)N1CCC(C(=O)NCc2ccco2)CC1	-8	7%	0%	-5	1.7%	0%	-4%	-11%	4%
COc1ccccc1CNC(=O)CN1C(=O)c2ccc([N+](=O)[O-])cc2C1=O	0	-11%	0%	1	0.8%	-6%	-13%	-5%	-2%
Nn1c(Cc2ccccc2)nnc1Cc1ccccc1	-6	10%	1%	3	.	-1%	2%	-5%	-5%[2.29 µM]
Cc1ccc(NC(=O)c2ncn(CC(=O)NCc3ccccc3)n2)cc1C	-6	6%	-10%	1	.	6%	-25%	-2%	1%
CN(C)S(=O)(=O)c1ccc(C(=O)Nc2nnc(SCC(=O)NCC3CCCO3)s2)cc1 (stereo not drawn)	-5	-3%	0%	-6	0.3%	-3%	-16%	3%	-17%
CCc1c(C(=O)Nc2cc(C)cc(C)c2)[nH]c(C)c1C(C)=O	-2	6%	1%	0	-1.4%	0%	-21%	4%	10%[57.1 µM]
COc1ccc2c(Sc3ccccc3)c(C(=O)NCCCN3CCCCC3)[nH]c2c1	3	.	.	-1	-6.3%	.	-9%	.	13%
CCn1c(SCC(=O)N2CCN(c3ccccc3)CC2)nnc1-c1c[nH]c2ccccc12	1	5%	1%	3	1.4%	-2%	-24%	9%	-2%[57.1 µM]
Cc1c(NC(=O)CN2CCN(c3ccccc3)CC2)c(=O)n(-c2ccccc2)n1C	-6	1%	1%	-1	1.4%	-2%	-9%	2%	-5%
Cc1cccc(NNC(=O)C2CCC2)c1	1	-2%	-18%	-3	0.8%	-5%	-16%	10%	6%
COc1ccccc1C(=O)N/C(=C\c1ccc(Br)cc1)C(=O)NCCO	-4	-2%	0%	0	-1.2%	-5%	-7%	6%	-3%

These rows are one share of the data, so the mix of outcomes need not match the whole.
